Assay outcomes as filed in PubChem BioAssay.
TR SRC2 fluor cs: alters Texas Red total fluorescence, flagging assay interference; TRb/SRC2 Texas Red total fluorescence interference; Potency, µM (doses to about 106 µM), for the others: at the highest dose fluorescence change, negative = quenching; 0.29% of 280,000 active; active means well fitted curve in either direction with a large enough effect; inconclusive means small, poorly fitted or top-dose-only effect; further: on the % scale 0 is the no-effect control and ±100 the full control effect
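Flags fluorescent or light-absorbing compounds by total fluorescence, S + 2P, at 555 nm excitation and 632 nm emission. Mixture: 20 nM Texas Red SRC2 peptide, 0.6 uM human TRb LBD, 1 uM T3, 5% DMSO; compound exposure 5 h at ambient temperature.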
HTT ATP protect: protects HTT-Q103 PC12 cells, measured by ATP; PC12 HTT-Q103 induced, cytoprotection, ATP luminescence, 40 h; Potency, µM (titrated, usually from 56.4 µM), inactives show cytoprotection (ATP increase), actives largely listed as activators; 0.14% of 230,000 active; AID 1471;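 further: % of control where 0% means no effect; nearly all actives have a fitted effect of over 45% in size; toxic huntingtin expression switched on by the ecdysone agonist tebufenozide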
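Cells were plated at 1500 per well in phenol red-free DMEM with 5% equine and 5% calf serum. Tebufenozide (100 nM final) and compounds were added, then ATPlite reagent, and luminescence was read.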
Tau fluor cs: counter-screen for tau fibril formation inhibitors | tau K18 P301L Alexa594 fluorescence, heparin fibrillization | Potency, µM (titrated, usually from 57.7 µM), without a hit: top-dose activity change, negative = decrease | 0.93% of 280,000 active | AID 1463; further: on the % scale 0 is the no-effect control and ±100 the full control effect; nearly all actives have a fitted effect of over 55% in size
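Human tau K18 P301L (15 uM unlabeled, 0.24 uM Alexa 594-labeled) in 100 mM sodium acetate pH 7 with 20 uM heparin, 6 hr at 37 C. ThT 30 uM added, 1 hr ambient; Alexa 594 FP and total fluorescence read at 555/632 nm.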
RECQ1 helicase: RECQ1 (human) helicase inhibition | RECQ1 DNA unwinding, red fluorescence kinetic read | Potency, µM (top dose mostly 57.3 µM), inactives show at the top dose activity, negative = inhibition, hits mostly inhibitors | 0.54% of 240,000 active;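 further: plate controls were vehicle for no effect and no enzyme for full effect; nearly all actives have a fitted effect of over 30% in size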
Target sequence (P46063 whole entry, looked up): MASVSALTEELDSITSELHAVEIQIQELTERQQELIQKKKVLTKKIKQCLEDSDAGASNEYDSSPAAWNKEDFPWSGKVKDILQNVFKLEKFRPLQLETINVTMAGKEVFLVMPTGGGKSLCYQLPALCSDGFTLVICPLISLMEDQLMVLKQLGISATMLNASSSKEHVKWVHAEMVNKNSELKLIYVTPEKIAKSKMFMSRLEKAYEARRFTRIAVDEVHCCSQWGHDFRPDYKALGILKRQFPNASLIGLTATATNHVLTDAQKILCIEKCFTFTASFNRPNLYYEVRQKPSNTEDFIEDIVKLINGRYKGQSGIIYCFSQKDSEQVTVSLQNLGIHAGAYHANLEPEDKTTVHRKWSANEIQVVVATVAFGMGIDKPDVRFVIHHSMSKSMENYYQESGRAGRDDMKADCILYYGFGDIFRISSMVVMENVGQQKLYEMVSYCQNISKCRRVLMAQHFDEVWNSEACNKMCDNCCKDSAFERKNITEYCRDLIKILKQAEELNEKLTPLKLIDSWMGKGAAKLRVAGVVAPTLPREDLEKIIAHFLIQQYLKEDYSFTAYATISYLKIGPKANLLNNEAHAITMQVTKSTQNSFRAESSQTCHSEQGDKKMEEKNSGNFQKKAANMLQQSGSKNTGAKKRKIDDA
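50 nM RECQ1T1 preincubated 15 min with compound in Tris pH 8.0 buffer with MgCl2, DTT, Tween-20 and 2.5 ug/ml poly(dI-dC); started with 200 nM TAMRA/BHQ-2 forked duplex and 2 mM ATP. Unwinding read as fluorescence (525/598 nm), two reads 2 h apart.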
TRb-SRC2 inh: TRbeta-SRC2 interaction inhibition. TRbeta-SRC2 peptide binding, fluorescence polarization; receptor liganded with 1 µM T3. AID 1469. Potency, µM (titrated, usually from 106 µM), for inactives: top-dose activity change, negative = inhibition, usual class: inhibitors. 0.065% of 280,000 active;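 further: plate controls were bound peptide for no effect and peptide without receptor for full effect; nearly all actives have a fitted effect of over 50% in size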
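TRb LBD 0.6 uM + Texas Red SRC2 peptide 20 nM, 1 uM T3, Tris buffer w/ 5% DMSO; compound pinned, 5 h RT; FP read ex 555/em 632; normalized to unbound and bound controls.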
Tau ThT inhib: blocks human tau fibril formation measured by thioflavin T; 2.1% of 270,000 active; recombinant tau K18 P301L (four-repeat tau fragment), heparin-induced fibrillization, ThT fluorescence; Potency, µM (top dose mostly 57.4 µM), inactives show top-dose activity, negative = inhibition, usual class: inhibitors; further: on the % scale 0 is the no-effect control and ±100 the full control effect; nearly all actives have a fitted effect of over 55% in size
Target sequence (P10636 561-689 P618L limits assumed): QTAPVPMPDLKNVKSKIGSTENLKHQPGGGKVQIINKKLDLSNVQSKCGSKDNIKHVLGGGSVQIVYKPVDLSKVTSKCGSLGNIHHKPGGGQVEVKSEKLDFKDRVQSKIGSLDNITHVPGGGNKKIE
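K18 P301L tau (15 uM + 0.24 uM Alexa 594-tagged), heparin 20 uM, NaOAc pH 7, 6 h 37 C; ThT 30 uM, 1 h RT, ex 450/em 510 nm.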
L3MBTL1 inh: blocks human L3MBTL1. Q9Y468. AlphaScreen L3MBTL1–H3K9me1 peptide binding. Potency, µM (titrated, usually from 57.1 µM), for inactives: top-dose activity, negative = inhibition, hits mostly inhibitors. 0.66% of 230,000 active. AID 485360; further: on the % scale 0 is the no-effect control and ±100 the full control effect; nearly all actives have a fitted effect of over 60% in size
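Read-out is AlphaScreen signal from streptavidin donor and nickel chelate acceptor beads (10 ug/mL final each) bridging L3MBTL1 (50 nM) and biotinylated K9-monomethylated H3(1-15) peptide (75 nM), after 30 min compound exposure at room temperature.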
Tau FP inhib: blocks human tau fibril formation measured by polarization. P10636. K18 P301L tau heparin fibrillization, Alexa594 FP, 6 h. Potency, µM (highest dose often 57.7 µM), for the others: top-dose activity, negative = inhibition, actives largely listed as inhibitors. 0.39% of 280,000 active. AID 1468; further: on the % scale 0 is the no-effect control and ±100 the full control effect; nearly all actives have a fitted effect of over 55% in size
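Steps: dispense K18 P301L tau (15 uM plus 0.24 uM Alexa 594 tracer, final) in pH 7 sodium acetate; add compound; add heparin (20 uM final); incubate 6 hr, 37 C; add ThT (30 uM final); after 1 hr ambient, read FP.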
* marks the source's active call; other numbers are inactive results; i = inactive; ? = inconclusive; / = no result given; & = joins results of further samples; [ ] = another dose, or the depositor's remark. Unless noted, the call rests on the fitted dose curve; in most records, active means well fitted curve in the direction sought with a large enough effect; inconclusive means small, poorly fitted or top-dose-only effect, or another doubt; inactive means no such curve, though single readings can be large; an effect the other way counts as inactive or inconclusive. Potency means the concentration at half of the fitted maximal effect. The list is partial; count on the stated rates, not on these rows.

Every second line gives: TR SRC2 fluor cs	HTT ATP protect	Tau fluor cs	RECQ1 helicase	TRb-SRC2 inh	Tau ThT inhib	L3MBTL1 inh	Tau FP inhib
COc1ccccc1-c1cc(C2CC2)nc(N)c1C#N
    -2.6%	-0.4%	-6.1%	i	-2.0%	-1.9%	2.3%	-5.0%
Fc1ccccc1
    -1.4%	-17.2%	/	-0.2%	-2.2%	/	/	/
CC(O)[C@H](NC(=O)C1(c2ccccc2)CCN(C(=O)OC(C)(C)C)CC1)C(=O)O (some centres not stated)
    -2.4%	5.6%[0.074 µM]	8.8%	i	1.0%	-3.8%	8.3%	3.8%
Cc1ccc(/C=C(/NC(=O)c2ccccc2)C(=O)NCCc2c[nH]c3ccccc23)o1
    -0.9%	-28.5%	-9.2%	-25.8%	1.8%	-12.7%	-15.2%	3.2%
CCOC(=O)Nc1ccc2c(c1)N(C(=O)CCN1CCN3CCCC3C1)c1ccccc1CC2 (configuration not stated)
    -1.7%	-20.7%[0.074 µM]	-5.8%	3.9%	-8.9%	-8.6%	/	-0.1%
Cc1nnc(SCC(=O)Nc2ccccc2)n1CCc1ccccc1
    -4.3%	-4.8%[10 µM]	-11.9%	-11.7%	2.0%	-7.2%	/	-2.5%
CCCOc1ccc(NC(=O)CC2C(=O)N(CC)C(=S)N2CCCN2CCN(Cc3ccccc3)CC2)cc1 (configuration not stated)
    -0.5%	-96.4%[inhibitor]	?	-6.4%	1.0%	?	/	-13.3%
O=C(Nc1ccc(-c2nc3ccccc3o2)c(O)c1)c1cc(-n2cnnc2)ccc1Cl
    1.1%	-31.5%	-29.7%	1.3%	3.0%	-3.7%	/	-14.4%
Cc1nc2scc(-c3cccs3)c2c(=O)[nH]1
    -0.5%	-15.4%	-8.3%	-1.9%	-0.3%	-9.9%	/	-4.4%
CC1=C(C(=O)N2CCOCC2)C(c2ccc(OC(F)F)cc2)NC(=S)N1c1ccccc1 (configuration not stated)
    -5.7%	?	2.7%	-6.9%	0.8%	3.7%	0.2%[11.4 µM]	4.6%
CCOc1ccc(NC(=S)Nc2cc(OC)c(Cl)cc2OC)cc1
    -4.0%	5.4%[10 µM]	?	-7.4%	0.8%	?	-15.3%	6.2%
O=C(c1noc2c1CCc1ccccc1-2)N1CCCc2ccccc21
    -3.3%	12.1%	-23.8%	i	-7.0%	?	-2.2%	3.4%
CN1C2C=C3C(C#N)=C(N)C(C#N)(C#N)[C@H](c4c(F)cccc4F)[C@H]3C1CC2 (some centres not stated)
    7.2%	18.6%	-19.3%	i	0.1%	14.1µM*	4.1%	?
CCOc1cc(/C=C2/SC(=S)N(C)C2=O)ccc1Oc1ccc([N+](=O)[O-])cc1[N+](=O)[O-]
    -4.9%	-16.1%	-17.9%	-1.4%	1.5%	?	-7.3%	5.3%
O=C(Cn1ncc2c([nH]c3ccccc32)c1=O)NCCCN1CCN(c2ccc(F)cc2)CC1
    8.0%	/	-16.1%	/	10.3%	-12.0%	/	6.9%
C/C(Cn1nc([N+](=O)[O-])cc1C)=N\NC(=O)c1cccc(Br)c1
    0.6%	-20.4%	-2.3%	-1.6%	-2.2%	-14.3%	-5.1%	-0.1%
O=C(O)C1C2CCC(O2)C1C(=O)Nc1cccc(F)c1 (configuration not stated)
    0.4%	-2.0%	0.2%	i	-0.4%	3.5%	6.9%	-8.1%
Cc1cc(C2C(=O)CC(=O)CC2c2ccccc2)on1 (configuration not stated)
    0.8%	-4.8%[10 µM]	-10.8%	25.1µM*	-24.4%	?	-4.9%	-9.0%
COc1ccc(CCn2c(C)nc3c(c(=O)c4ccccc4n3C)c2=O)cc1
    0.9%	-7.4%[10 µM]	-4.2%	-15.5%	-2.8%	?	-3.2%	-8.5%
COc1cc(Cl)c(C)cc1NC(=O)c1cc(CN2CCOCC2)on1
    -4.1%	/	-15.0%	/	-0.7%	-3.8%	/	-3.7%

Three structures already listed, ordered by number of heavy atoms, lowest first.
Every second line gives: TR SRC2 fluor cs	HTT ATP protect	Tau fluor cs	RECQ1 helicase	TRb-SRC2 inh	Tau ThT inhib	L3MBTL1 inh	Tau FP inhib
Cc1nc2scc(-c3cccs3)c2c(=O)[nH]1
    -0.5%	-15.4%	-8.3%	-1.9%	-0.3%	-9.9%	/	-4.4%
COc1ccc(CCn2c(C)nc3c(c(=O)c4ccccc4n3C)c2=O)cc1
    0.9%	-7.4%[10 µM]	-4.2%	-15.5%	-2.8%	?	-3.2%	-8.5%
CCOc1cc(/C=C2/SC(=S)N(C)C2=O)ccc1Oc1ccc([N+](=O)[O-])cc1[N+](=O)[O-]
    -4.9%	-16.1%	-17.9%	-1.4%	1.5%	?	-7.3%	5.3%

Next structures.
Every second line gives: TR SRC2 fluor cs	HTT ATP protect	Tau fluor cs	RECQ1 helicase	TRb-SRC2 inh	Tau ThT inhib	L3MBTL1 inh	Tau FP inhib
O=S(=O)(c1ccccc1)N1CC=C(c2ccccc2)CC1
    -5.0%	12.6%[10 µM]	-22.9%	-1.7%	-0.7%	-10.9%	6.8%	-12.5%
C/C(=N\NC(=O)C1CCCN(S(=O)(=O)c2ccccc2)C1)c1ccccn1 (configuration not stated)
    -2.8%	23.9%[10 µM]	-16.9%	0.4%	-1.8%	-25.8%	-6.9%	-7.8%
Cc1cc(Cl)ccc1NS(=O)(=O)c1c(C(=O)N2CCC(C)CC2)c(C)n(C)c1C
    -2.5%	/	-7.2%	/	4.6%	-2.3%	/	7.2%
CCOc1cc(C2C(C(=O)OC)=C(C)NC3=C2C(=O)c2ccccc23)cc(Br)c1OCC (configuration not stated)
    -2.6%	/	3.98µM*[quencher]	/	4.4%	?	/	?
COCCN1Cc2cccc(C(=O)Nc3cccc(-c4nc5ccccc5[nH]4)c3)c2C1=O
    -2.4%	19.0%[10 µM]	-13.1%	i	1.5%	/	/	-3.4%
COc1cccc(C(C(=O)NC(C)(C)C)N(C(=O)CCC(=O)Nc2cc(C)on2)C(C)C)c1OC (configuration not stated)
    -3.2%	-19.6%[10 µM]	-5.1%	i	6.8%	-9.9%	/	2.2%
CN1CCN(C2=CC(=O)OC23CCCCC3)CC1
    -1.2%	4.8%[1.9 µM]	-1.9%	1.4%	-11.0%	-3.0%	-0.9%	3.7%
O=C(N/N=C/c1cccnc1)C1CCCCC1
    4.3%	?	-4.8%	-6.4%	-3.5%	-2.0%	/	-11.6%
Cc1ccccc1CC1(CO)CCCN(C(=O)CCC(=O)c2ccccc2)C1 (configuration not stated)
    -0.3%	13.9%[10 µM]	-2.4%	i	2.8%	-2.5%	-1.9%	-3.9%
CN1C(=O)c2oc3ccccc3c(=O)c2C1c1ccncc1 (configuration not stated)
    2.5%	-4.8%	0.7%	-4.5%	2.8%	?	1.4%	?
Clc1ccc(CN2CCc3nc(N4CCN(c5ccccn5)CC4)ncc3C2)cc1
    -3.0%	/	4.6%	/	-1.5%	-3.3%	/	9.7%
Cc1cccc(CN2CCc3nc(N4CCN(c5ccccn5)CC4)ncc3C2)c1
    -1.3%	/	7.2%	/	-2.1%	-9.3%	/	3.8%
C/C(=N\N1C(=O)c2ccccc2NC1c1ccco1)c1ccccc1O (configuration not stated)
    -1.9%	-183.9%[inhibitor]	-11.0%	-6.4%	-3.0%	-8.8%	2.1%[11.4 µM]	-5.1%
COc1cc(/C=C2\SC(=S)N(Nc3ncc(C(F)(F)F)cc3Cl)C2=O)ccc1O
    23.3%	2.5%	14.1µM*[quencher]	28.2µM*	?	15.8µM*	/	-14.9%
CC(C)CC(=O)NC1(C(F)(F)F)C(=O)Nc2c1c(=O)[nH]c(=O)n2-c1ccccc1 (configuration not stated)
    9.3%	/	-1.6%	/	3.3%	1.6%	/	-2.4%
COC(=O)[C@H]1O[C@@H](c2cc(OC)c(C)c(OC)c2OCc2ccccc2)[C@H](C)[C@H]2O[C@@]12C
    -1.0%&-0.7%	-61.1%&-16.1%[inhibitor]	-19.0%&-8.2%	-12.7%	8.6%&6.7%	-4.4%&-1.9%	/	-15.3%&-2.7%
CCCCCCOc1ccc(N2C(=O)CC(N3CCN(CCN=CC4C(=O)CC(C)(C)CC4=O)CC3)C2=O)cc1 (configuration not stated)
    -1.5%	-26.3%	-0.7%	-5.2%	-4.0%	-18.8%	/	7.4%
COc1ccc(C(=O)CCC(=O)Nc2cccc(C(C)=O)c2)cc1
    -4.0%	/	-9.7%	/	-6.6%	-10.9%	/	3.1%
CCc1nn(-c2ccccc2)c(=S)c2ccccc12
    -3.6%	28.5%[10 µM]	-8.8%	20.0%	-3.7%	-13.7%	?	-0.8%
COc1cccc(/C=N/NC(=O)c2cc3cc([N+](=O)[O-])ccc3s2)c1O
    -18.7%	/	?	-20.1%	0.7%	2.24µM*	?	11.0%
O=C(NCc1ccccc1)NCC12CC3CC(CC(C3)C1)C2
    3.7%	-38.4%[inhibitor]	-7.8%	i	3.7%	-2.9%	9.8%[11.4 µM]	-2.8%
CC(=O)Nc1ccc2c(c1)C(=O)N(C1CCCCC1)C2=O
    -4.4%	-8.6%	7.9%	-16.0%	-8.8%	6.4%	-5.0%	-0.2%
COc1ccc(NC(=S)N2CCN(c3ncccn3)CC2)cc1
    -4.5%	/	-2.4%	-9.8%	-7.9%	-15.2%	-6.6%	3.4%

Single values from the entries so far.
COCCN1Cc2cccc(C(=O)Nc3cccc(-c4nc5ccccc5[nH]4)c3)c2C1=O in TR SRC2 fluor cs shows -2.4%
COc1cccc(C(C(=O)NC(C)(C)C)N(C(=O)CCC(=O)Nc2cc(C)on2)C(C)C)c1OC (configuration not stated) in TR SRC2 fluor cs shows -3.2%
CN1CCN(C2=CC(=O)OC23CCCCC3)CC1 in Tau ThT inhib shows -3.0%
O=C(N/N=C/c1cccnc1)C1CCCCC1 in TR SRC2 fluor cs shows 4.3%
